NF-kB expr up = raises NF-kB expression in human neuronal cells; 1.6% of 190,000 active; NF-kB reporter expression; active compounds read high; AID 1239; fold change at 12.5 µM; in the data active = fold change above about 3.3
FLuc inh counter = counter-screen for luciferase assay inhibitors: firefly luciferase inhibition; P08659; ATPLite firefly luciferase biochemical luminescence, 10 min; inhibition, % at 10 µM; 1.5% of 200,000 active; AID 1006;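 active = inhibition above about 50% when tested at 10 µM, limit read from the data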
Target sequence (P08659 whole entry, looked up): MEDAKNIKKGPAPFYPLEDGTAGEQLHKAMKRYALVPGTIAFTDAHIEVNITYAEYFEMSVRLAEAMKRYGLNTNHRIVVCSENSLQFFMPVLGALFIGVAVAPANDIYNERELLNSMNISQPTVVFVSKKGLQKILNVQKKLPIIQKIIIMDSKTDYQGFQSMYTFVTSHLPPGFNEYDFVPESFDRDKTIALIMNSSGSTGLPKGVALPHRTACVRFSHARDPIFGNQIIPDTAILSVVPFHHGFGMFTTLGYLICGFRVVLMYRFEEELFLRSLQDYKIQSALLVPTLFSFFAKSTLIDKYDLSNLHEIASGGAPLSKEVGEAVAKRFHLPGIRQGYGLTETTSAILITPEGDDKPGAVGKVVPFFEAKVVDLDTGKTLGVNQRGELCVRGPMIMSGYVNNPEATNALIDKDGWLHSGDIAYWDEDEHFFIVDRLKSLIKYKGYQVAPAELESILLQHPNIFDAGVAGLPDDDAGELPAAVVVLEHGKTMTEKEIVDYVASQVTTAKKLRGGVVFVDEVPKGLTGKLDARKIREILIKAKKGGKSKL
APP 5'UTR act = APP 5'UTR luciferase reporter activation; SH-SY5Y APP 5'UTR luciferase reporter, luminescence; zero percent = DMSO vehicle wells; activation, % at 2 µM; 1% of 190,000 active; AID 1276;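 active = activation above a set limit, based on mean plus 3 SD of controls, cut at about 140% in these data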; note: values of inactives mirror those of a sister screen read the other way
STAT1 inh = reduces IFN-gamma driven STAT1 reporter signal; AID 920; inhibition, % at 5.5 µM; 0.35% of 200,000 active; NIH 3T3 STAT1-luciferase reporter, luminescence;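 active = inhibition above a set limit, the mean inhibition across all tested compounds plus 3 SD, cut at about 34% in these data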;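 note: 0% = IFN-gamma with DMSO and 100% = IFN-gamma with 300 µM nifuroxazide; values of inactives mirror those of a sister screen read the other way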
STAT3 blocker = inhibitors of IL-6 induced STAT3 signaling; U3A cells, IL-6 STAT3-luciferase reporter, luminescence; host cell line lacks STAT1; 0.89% of 190,000 active; inhibition, % at 5.5 µM; AID 862;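 active = inhibition above the mean inhibition across all screened compounds plus 3 SD, cut at about 44% in these data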;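 note: 0% = DMSO only wells and 100% = 100 µM nifuroxazide control wells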
STAT3 activator = STAT3 signaling activation | U3A cells, IL-6 STAT3-luciferase reporter, luminescence; 100% = signal with IL-6 EC80 alone | AID 871 | activation (% of control), % at 5.6 µM | 0.91% of 190,000 active;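 active = activation above the screen-wide mean of compound activation plus 3 SD, cut at about 130% in these data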;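 note: 0% = background luminescence of wells with medium and substrate only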
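Material: human STAT1-deficient U3A cells with stable STAT3-luciferase reporter / Probe or stimulus: IL-6 stimulus at 33 ng/mL final / Schedule: 1 h compound pre-exposure, 6 h IL-6 stimulation, 37 °C / Technique: luminescence / Read-out basis: percent of IL-6-only median luminescence / Control set: IL-6-only high control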
STAT1 activator = increases IFN-gamma driven STAT1 reporter signal; NIH 3T3 STAT1-luciferase reporter, luminescence; 100% = IFN-gamma alone, no compound; activation (% of control), % at 5.5 µM; 2.6% of 200,000 active; AID 932;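 active = activation above the screen-wide mean activation plus 3 SD, cut at about 130% in these data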;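 note: raw ratio to IFN-gamma control signal so 100% means no change and 0% no light; values of inactives mirror those of a sister screen read the other way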
FLuc act counter = firefly luciferase counter-screen for stimulation assays | P08659 | ATPlite luciferase biochemical, luminescence, 10 min; 0 = ATP-free wells, 1 = DMSO control | activation factor at 10 µM | 200,000 tested, under 10 active | AID 1027;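 active = luciferase activation factor, scaled between plate controls, of at least 2 with compound at 10 µM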
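Material: Luciferase/luciferin reagent mix | Doses: Test compounds dosed from 2 mM stocks in 100% DMSO | Timing: 10 min incubation after luciferase reagent addition, room temperature | Measured by: Luminescence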
ROMK mod = modulators of human ROMK potassium channel; 2% of 130,000 active; Tet-inducible ROMK, thallium flux fluorescence; actives lie on both sides; P48048; B-score at 10 µM;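 active = signal ratio slope over the read window, or its plate-corrected B-score, at least 3 SD from the plate mean, either direction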;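 note: B-score of the F/F0 ratio slope over 7 to 12 s after thallium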
Target sequence (P48048 whole entry, looked up): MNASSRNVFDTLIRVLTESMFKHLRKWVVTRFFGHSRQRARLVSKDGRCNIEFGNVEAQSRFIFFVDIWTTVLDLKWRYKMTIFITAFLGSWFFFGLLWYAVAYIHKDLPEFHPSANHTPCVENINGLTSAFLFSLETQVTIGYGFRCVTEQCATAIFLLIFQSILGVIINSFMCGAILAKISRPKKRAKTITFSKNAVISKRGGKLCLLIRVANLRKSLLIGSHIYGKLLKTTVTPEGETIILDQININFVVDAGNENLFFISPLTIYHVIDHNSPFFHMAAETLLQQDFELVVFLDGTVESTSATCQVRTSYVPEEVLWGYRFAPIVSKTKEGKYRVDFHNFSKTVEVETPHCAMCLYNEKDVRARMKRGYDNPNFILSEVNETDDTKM
APP 5UTR inh = APP translation inhibition; SH-SY5Y APP 5'UTR-luciferase reporter, luminescence; inhibition, % at 2 µM; 0.82% of 190,000 active; AID 1285;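 active = inhibition above a set limit, derived from the sample mean plus 3 SD, cut at about 45% in these data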; note: values of inactives mirror those of a sister screen read the other way
The depositor's hits bear a star; / = not tested or not shown.

SMILES	NF-kB expr up	FLuc inh counter	APP 5'UTR act	STAT1 inh	STAT3 blocker	STAT3 activator	STAT1 activator	FLuc act counter	ROMK mod	APP 5UTR inh
COC(=O)c1ccc(-c2ncc(-c3cccc4ccccc34)o2)cc1	2	7	8	-11	13	92	110	0.9	/	-8
Cc1cccc(N(CC(=O)O)CC(=O)O)c1	1	-4	/	4	1	99	96	1	-2.1	/
O=C(O)CSc1ncnc2sc3c(c12)CCCC3	1	-2	13	-2	-3	109	100	1	-0.11	-13
O=C(O)C1CC(=O)N(Cc2ccc(F)cc2)C1 (stereo unspecified)	1.2	-2	-8	2	5	100	100	1	0.26	8
CCC(C(=O)OC)n1c(-c2ccccc2)nc2ccccc2c1=O (stereo unspecified)	0.85	-7	12	10	5	97	91	1.1	0.43	-12
COCCn1c(CN2CCc3ccccc3C2)nc2c1c(=O)n(C)c(=O)n2C	0.76	-4	10	12	12	97	89	1	0.34	-10
NNC(=O)c1sccc1OCc1ccc(F)cc1	1	-8	28	2	15	92	98	1.1	-1.8	-28
CCCC(C(=O)NCc1ccco1)N(C(=O)CNS(=O)(=O)c1ccccc1)c1ccc(OC)cc1 (stereo unspecified)	0.78	-6	21	0	12	97	100	1.1	-0.84	-21
Cc1ccccc1Nc1cc2ccccc2c(=O)[nH]1	0.43	-1	-13	-1	11	96	100	1	-2.8	30
COc1ccc(NCc2cc3ccccc3[nH]c2=O)cc1	1.4	20	12	3	18	91	97	0.8	-0.46	-12
CC1(C)C2CC=C(/C=N/NC(=S)NCCc3ccccc3)C1C2 (stereo unspecified)	0.91	-8	-3	-6	-5	113	106	1.1	-1.5	3
CC1CCCCN1C(=O)Cn1cc(C=O)c2ccccc21 (stereo unspecified)	1.2	-7	-6	0	-12	114	100	1.1	-1.1	6
CC(=O)C1=C(C)NC(=O)NC1c1cccs1 (stereo unspecified)	1.1	0	-4	-3	-2	102	102	1	0.52	4
Cc1ccc(C2CC(c3cccc(NS(C)(=O)=O)c3)=NN2S(C)(=O)=O)cc1 (stereo unspecified)	1.5	0	15	-18	-7	116	114	1	1.2	-15
CCC(C)N(C)C(=O)c1cc2ccccc2c(-c2ccccc2Cl)n1 (stereo unspecified)	0.74	-2	10	5	-8	108	94	1	-0.91	-10
CSc1ccccc1C(=O)Nc1ccccc1C	1.1	1	-1	-5	13	96	103	1	-0.23	1
O=C(c1ccc(S(=O)(=O)N2CCOCC2)cc1)N1CCN=C1SCc1cccnc1	1.4	-2	7	1	5	98	99	1	2	-7
C/C(=N\NC(=O)COc1ccc([N+](=O)[O-])cc1)C(C)(C)C	1.3	-2	-8	7	13	91	94	1	/	8
CCOC(=O)CNC(=S)N(Cc1ccccc1)Cc1cccnc1	1.1	-6	4	-1	-12	112	100	1.1	-0.94	-4
COc1ccccc1N(CC(=O)NC1CCCCC1)S(C)(=O)=O	0.97	-3	0	6	5	99	95	1	0.038	0
Cc1cc(C)n(-c2nc3ccccc3[nH]c2=O)n1	1.3	-1	-4	19	3	97	83	1	0.71	4
CC(C)C(CC(=O)NCc1ccco1)c1ccco1 (stereo unspecified)	1.2	1	7	-2	6	99	102	1	/	-7
CCOC(=O)C1CCCn2c1nc1sc3c(c1c2=O)CCCC3 (stereo unspecified)	1.1	-4	10	6	6	98	94	1	/	-10
NC(=O)C1CCN(C(=S)c2cccs2)CC1	1.2	-8	26	7	4	98	94	1.1	0.8	-26
O=c1c(F)cn(C2CCCO2)c(=O)n1Cc1ccccc1F (stereo unspecified)	1.1	-6	-8	-2	-5	106	102	1.1	/	8
Cc1ccccc1-n1cc(C(=O)c2cc(Cl)ccc2O)cc(C#N)c1=O	0.76	-1	1	2	3	101	98	1	0.69	-1
O=[N+]([O-])c1ccc(-n2nnnc2-c2ccccc2)cc1	1.1	-5	7	-6	-7	106	104	1.1	-0.24	-7
CO/N=C/C(C#N)c1ncc(C(F)(F)F)cc1Cl (stereo unspecified)	1.2	-2	1	10	20	86	91	1	/	-1
CCOc1ccc(NC(=S)N(CCc2ccncc2)C(C)C)cc1	0.88	-1	8	-8	1	103	106	1	0.61	-8
O=C(NC(CCl)c1ccccc1)c1ccc(Cl)cc1 (stereo unspecified)	1.2	0	-9	-15	15	92	112	1	-1.8	9
COC(=O)C(C)Sc1nc2c(c(=O)n(C)c(=O)n2C)n1Cc1cccc(C)c1 (stereo unspecified)	0.92	-4	-7	6	-2	105	94	1	/	6
Cc1c(C(=O)NCCCn2ccnc2)oc2ccccc12	1.2	1	31	0	-13	117	100	1	-0.54	-31
Cc1ccsc1/C=N/Nc1cccc(C(=O)O)c1	14*	59*	-42	89*	49*	61	18	0.4	-0.97	42
CCOc1ccc(C(=O)NC(Cc2ccccc2)C(=O)OC)cc1 (stereo unspecified)	1.5	53*	56	-8	-4	107	107	0.5	/	-56
Cc1c(C(=O)Nc2ccccc2-c2ccccc2)cccc1[N+](=O)[O-]	1.2	-5	-2	0	19	93	100	1	/	2
CC(C)COc1nc2ccccc2c(=O)n1OCC(=O)O	1.1	-3	-8	-3	21	89	100	1	/	8
Nc1nc(N)c2sc3nc4c(cc3c2n1)CCC4	1.7	0	15	-18	3	101	116	1	/	-15
Cn1c(Cn2c(=O)sc3ccccc32)nnc1SCC(=O)NCCc1ccccc1	0.98	-2	9	-5	3	98	106	1	/	-9
COc1cc(NC(=O)NCc2ccncc2)cc(OC)c1OC	0.97	-5	2	1	5	101	99	1.1	/	-2
Cc1ccc(-c2nnc(SCC(=O)Nc3nc4c(s3)CCCC4)n2C)cc1	1.1	-4	-20	-4	1	104	103	1	/	20
O=C(CSc1nnc2ccccn12)c1ccc(Cl)cc1	2.1	0	42	-12	10	100	109	1	0.27	-42
CCOc1ccccc1NC(=S)Nc1ccccc1F	1.3	-4	2	8	6	100	93	1	/	-2
N=C1/C(=C/c2cccn2CCOc2ccccc2)C(=O)N=C2SC=C(c3ccccc3)N12	0.6	-2	12	6	-16	111	95	1	-0.43	-12
CC(C)Nc1nc(Oc2cccc(Cl)c2Cl)cc(C(F)(F)F)n1	1.1	-2	-3	5	22	87	95	1	/	3
O=C(CCc1ccccc1)NC(c1cccs1)c1cc(Cl)c2cccnc2c1O (stereo unspecified)	1.3	-2	-68	10	16	88	91	1	0.057	68*

Given as a markdown table: entries from further up
| compound | NF-kB expr up | FLuc inh counter | APP 5'UTR act | STAT1 inh | STAT3 blocker | STAT3 activator | STAT1 activator | FLuc act counter | ROMK mod | APP 5UTR inh |
| --- | --- | --- | --- | --- | --- | --- | --- | --- | --- | --- |
| CCC(C(=O)OC)n1c(-c2ccccc2)nc2ccccc2c1=O (stereo unspecified) | 0.85 | -7 | 12 | 10 | 5 | 97 | 91 | 1.1 | 0.43 | -12 |
| O=C(CSc1nnc2ccccn12)c1ccc(Cl)cc1 | 2.1 | 0 | 42 | -12 | 10 | 100 | 109 | 1 | 0.27 | -42 |
| O=C(NC(CCl)c1ccccc1)c1ccc(Cl)cc1 (stereo unspecified) | 1.2 | 0 | -9 | -15 | 15 | 92 | 112 | 1 | -1.8 | 9 |
| CC(=O)C1=C(C)NC(=O)NC1c1cccs1 (stereo unspecified) | 1.1 | 0 | -4 | -3 | -2 | 102 | 102 | 1 | 0.52 | 4 |
| N=C1/C(=C/c2cccn2CCOc2ccccc2)C(=O)N=C2SC=C(c3ccccc3)N12 | 0.6 | -2 | 12 | 6 | -16 | 111 | 95 | 1 | -0.43 | -12 |
| CSc1ccccc1C(=O)Nc1ccccc1C | 1.1 | 1 | -1 | -5 | 13 | 96 | 103 | 1 | -0.23 | 1 |

Following part:
SMILES	NF-kB expr up	FLuc inh counter	APP 5'UTR act	STAT1 inh	STAT3 blocker	STAT3 activator	STAT1 activator	FLuc act counter	ROMK mod	APP 5UTR inh
O=[N+]([O-])c1cc(Br)c(OCc2nnc(-c3ccccc3)o2)c(Br)c1	1	-5	20	-4	4	103	103	1.1	0.38	-20
O=c1cc(CN2CCc3ccccc3C2)nc2sccn12	3.5*	-1	5	5	-6	112	95	1	1.3	-5
COC(=O)c1cc2ccsc2n1CC(=O)N(C)C1CCCCC1	0.99	-7	20	1	0	104	99	1.1	-0.37	-20
CCCOc1ccc(N2CC(C(=O)Nc3ccccc3C(=O)NCc3ccco3)CC2=O)cc1 (stereo unspecified)	0.66	-4	-30	7	4	99	94	1	/	30
C[C@H](O)CC1=C[C@H](O)[C@@H](C)OC1=O	1.1	-3	-6	4	/	/	95	1	/	6
O=C(CN(C1CCCCC1)S(=O)(=O)c1ccccc1)NCc1ccco1	1.1	1	-3	1	2	101	97	1	/	3
CCc1c(C)nc(SCC(=O)N2CCCCC2C)[nH]c1=O (stereo unspecified)	/	-1	10	-11	22	85	108	1	/	-10
CCOc1c(CNc2nnnn2C)cccc1OC	1.3	-8	10	-3	-5	113	103	1.1	0.068	-10
CCOC(=O)c1cc(C)n(-c2c(C)n(C)n(-c3ccccc3)c2=O)c1C	0.93	-1	-14	2	21	87	100	1	/	14
CC(C)(CO)NC(=O)Nc1ccc(Cl)c(Cl)c1	1.1	0	20	0	2	100	99	1	-0.86	-20
C=CCn1c(N)c(C(=O)Nc2ccccc2)c2nc3ccccc3nc21	0.75	-8	3	-12	0	106	110	1.1	0.46	17
O=C(CCl)Nc1cn(-c2ccccc2)nc1-c1ccccc1	1.4	3	-14	8	14	90	92	1	-1.2	14
COc1ccc(S(=O)(=O)NCC2CCCN(Cc3ccccc3C)C2)cc1 (stereo unspecified)	0.83	-2	-1	7	1	104	92	1	0.017	1
COc1ccc(N(CC(=O)NC2CCCCC2)C(=O)CNC(=O)c2ccco2)cc1OC	0.97	-9	-7	-2	-2	104	103	1.1	/	7
Cc1ccccc1C(=O)NC1CCN(CC(=O)Nc2ccc3c(c2)OCCO3)CC1	1.1	0	4	3	12	97	95	1	-0.84	-4
COc1ccc(Nc2oc(-c3ccco3)nc2S(=O)(=O)c2ccc(F)cc2)cc1	0.95	0	12	-1	19	85	101	1	/	-12
O=C(COc1cccc2c1CCN(Cc1ccc(Cl)cc1)C2=O)N1CCOCC1	0.9	-6	-7	7	11	93	94	1.1	-1.6	7
O=C(c1sc2cc(F)ccc2c1Cl)N1CCN(c2ccccc2)CC1	1.5	-8	-10	4	7	93	96	1.1	0.16	10
COc1ccc(CNC(=O)CSc2ccsc2[N+](=O)[O-])cc1	2.5	1	35	-19	-9	110	119	1	-1.3	-35
CCOc1ccc(C(C(=O)NC2CCCCC2)N(C(=O)c2ccccn2)c2cccnc2)cc1 (stereo unspecified)	0.88	-1	-7	-3	0	106	102	1	0.39	7
CC(C)NC(=S)N/N=C/c1cccs1	1.1	-1	-14	-3	16	91	103	1	-0.097	14
Cn1c(Cl)c(/C=N/OC(=O)c2ccc(Cl)cc2)c2ccccc21	0.95	18	1	0	21	87	100	0.8	/	-1
Cc1cccc(OCc2ccc(C(=O)Nc3ccc(F)cc3)cc2)c1	0.97	-1	-20	3	5	95	97	1	/	20
COc1ccc([N+](=O)[O-])cc1/C=N/NC(=O)CNC(=O)C(c1ccccc1)c1ccccc1	1.4	-9	-2	1	-5	106	100	1.1	/	2
O=C(NN=C1C2CC3CC(C2)CC1C3)c1ccncc1	1	-3	-12	-5	5	98	104	1	/	12
C=C(C)CN(CC)C(=O)CSc1nc2ncc(Cl)cc2[nH]1	1.2	-3	-9	-4	11	95	103	1	-0.56	9

Screens as filed in PubChem.
